# Mdm2 ligase inh – blocks human Mdm2 ubiquitin ligase activity; Q00987; cell-based MDM2 ubiquitination luciferase reporter, 2 h; 0 = plate control, 100 = twice control, blank-subtracted; signal enhancement, % at 5 µM; 210,000 tested, 0.11% active;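 active means signal enhancement of 30% or more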;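 further: luminescence tracks abundance of the self-degrading MDM2-luciferase fusion protein; higher signal means inhibition of MDM2 E3 ligase activity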
#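 Material: stable MDM2–luciferase fusion reporter cells / Quantity: 2000 cells/well / Dosing: single 5 µM compound dose, 0.2% final DMSO / Buffer or medium: DMEM / Schedule: 4 h cell settling then 2 h compound exposure, 37 °C / Detection: luminescence with SteadyLite reagent, 15 min at room temperature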
# Wee1 degr inh – human Wee1 degradation inhibition, primary screen; AID 1321; HeLa Luc-Wee1K328M stability, luciferase luminescence; 100% = proteasome inhibitor MG132 effect; P30291; reporter increase, % at 5 µM; 220,000 tested, 1.2% active;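 active means activation above the mean of all tested compounds plus 3 SD, set per screening run, cut at about 8.8% in these data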;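 further: cells exposed to compound for 20 h before luminescence read; 0% = DMSO alone and 100% = MG132 at 30 µM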
# Target sequence (P30291 whole entry K328M): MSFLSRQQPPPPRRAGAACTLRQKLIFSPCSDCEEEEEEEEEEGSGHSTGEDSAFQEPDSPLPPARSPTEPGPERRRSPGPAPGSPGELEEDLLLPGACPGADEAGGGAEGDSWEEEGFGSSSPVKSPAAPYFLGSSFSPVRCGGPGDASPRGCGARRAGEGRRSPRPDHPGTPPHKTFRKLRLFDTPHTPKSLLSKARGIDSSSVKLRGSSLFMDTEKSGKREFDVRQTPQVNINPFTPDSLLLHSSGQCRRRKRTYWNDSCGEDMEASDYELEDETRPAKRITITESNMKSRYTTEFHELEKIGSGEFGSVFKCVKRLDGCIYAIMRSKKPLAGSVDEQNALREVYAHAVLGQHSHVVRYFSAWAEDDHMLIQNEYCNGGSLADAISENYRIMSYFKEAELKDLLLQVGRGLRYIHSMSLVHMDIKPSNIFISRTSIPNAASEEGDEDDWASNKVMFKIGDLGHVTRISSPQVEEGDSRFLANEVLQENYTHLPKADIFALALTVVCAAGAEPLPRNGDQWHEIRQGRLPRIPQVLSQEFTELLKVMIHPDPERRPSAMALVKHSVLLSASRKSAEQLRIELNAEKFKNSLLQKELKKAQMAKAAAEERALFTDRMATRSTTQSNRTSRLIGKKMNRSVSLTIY
# NPY-Y2 PAM-ag – human NPY-Y2 potentiation or agonism, primary screen | P49146 | cells expressing NPY-Y2, potentiator/agonist read-out | activation, % at 3.6 µM | 220,000 tested, 0.45% active | AID 1359; in the data active means activation above about 27%;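 further: cells stimulated with NPY near EC25 plus isoproterenol at EC100; 0% = vehicle plus submaximal agonist and 100% = vehicle plus saturating agonist; some results beyond the cut were filed as inactive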
# S1P4 agonist – agonists of human S1P4 receptor | O95977 | S1P4-expressing cell line, agonist reporter assay | activation, % at 4.98 µM | 220,000 tested, 0.35% active | AID 1509; in the data active means activation above about 11%;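 further: 0% = DMSO vehicle and 100% = reference agonist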
# Target sequence (O95977 whole entry, looked up): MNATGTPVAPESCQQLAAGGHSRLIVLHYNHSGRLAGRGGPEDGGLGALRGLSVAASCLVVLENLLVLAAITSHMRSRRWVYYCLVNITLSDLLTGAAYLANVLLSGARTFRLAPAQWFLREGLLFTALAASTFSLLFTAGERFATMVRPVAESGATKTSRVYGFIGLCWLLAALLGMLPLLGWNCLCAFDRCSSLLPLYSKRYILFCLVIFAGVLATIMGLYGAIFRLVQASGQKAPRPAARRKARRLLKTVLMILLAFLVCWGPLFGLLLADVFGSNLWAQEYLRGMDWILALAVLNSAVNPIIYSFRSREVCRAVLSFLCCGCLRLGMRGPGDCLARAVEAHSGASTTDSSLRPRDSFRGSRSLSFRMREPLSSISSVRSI
# S1P4 antagonist – antagonists of human S1P4 receptor; 220,000 tested, 0.26% active; inhibition, % at 4.98 µM; S1P4-expressing cells, antagonist mode, reporter read-out; O95977; in the data active means inhibition above about 29%;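 further: 0% = wells stimulated with agonist and 100% = vehicle wells without agonist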
# PERK inh – blocks human PERK kinase | CHO PERK-DD fusion, SEAP luminescence translation reporter | 220,000 tested, 0.17% active | Q9NZJ5 | inhibition, % at 5.6 µM;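 active means inhibition above the mean inhibition of all tested compounds plus 3 SD, set separately per screening campaign, cut at about 2.9% in these data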;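 further: PERK kinase domain activated by AP20187 dimerizer at 100 nM; 0% = DMSO with dimerizer and 100% = rapamycin at 8.4 µM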
# Ba/F3 V617F tox – lowers viability of Ba/F3 cells expressing EpoR and JAK2V617F. ATP luminescence. inhibition, % at 5.6 µM. 220,000 tested, 1.1% active. AID 1446;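 active means inhibition above the campaign mean plus 3 SD over all tested compounds, cut at about 24% in these data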;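 further: cytokine-independent growth of Ba/F3 cells driven by EpoR plus mutant JAK2; 0% = DMSO-treated cells and 100% = JAK inhibitor I control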
# eIF4E-4G inh – eIF4E/eIF4G interaction inhibition in translation initiation. inhibition, % at 21.7 µM. TR-FRET eIF4E-eIF4GI(517-606) binding, 2 h. 220,000 tested, 0.37% active;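 active means inhibition above about 30%, limit read from the data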;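 further: 0% = full FRET control wells and 100% = background wells lacking eIF4GI fragment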
# BaF3 tox – counter-screen for JAK2V617F inhibitors: parental Ba/F3 viability inhibitors. CellTiter-Glo ATP luminescence. inhibition, % at 5.6 µM. 220,000 tested, 1.1% active;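 active means inhibition above a per-campaign cutoff, the mean inhibition of all tested compounds plus 3 SD, cut at about 27% in these data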;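 further: 0% = DMSO wells and 100% = JAK Inhibitor I control wells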
# Active calls of the source: *; nt = not tested or not shown; [ ] = another dose, or the depositor's remark. Compounds were not picked by outcome; overall some 4.1% were active at least once.
# A first look, two compounds:
No.	mol	Wee1 degr inh	S1P4 antagonist	eIF4E-4G inh	NPY-Y2 PAM-ag	S1P4 agonist
1	COc1cc(/C=C/C(=O)OCC(=O)c2c(N)n(C)c(=O)n(C)c2=O)ccc1OCC#N	-2	-12	0	5	-0.1
2	COc1ccc(C2C(C#N)=C(N)Oc3cc(O)ccc32)cc1OC (centres undefined)	-1	-7	3	5	1.6

No.	BaF3 tox	Mdm2 ligase inh	PERK inh	Ba/F3 V617F tox
1	3	-12	0.1	3
2	3	12	-0.7	-3

# This part in full, previewed entries included:
No.	mol	Wee1 degr inh	S1P4 antagonist	eIF4E-4G inh	NPY-Y2 PAM-ag	S1P4 agonist
1	COc1cc(/C=C/C(=O)OCC(=O)c2c(N)n(C)c(=O)n(C)c2=O)ccc1OCC#N	-2	-12	0	5	-0.1
2	COc1ccc(C2C(C#N)=C(N)Oc3cc(O)ccc32)cc1OC (centres undefined)	-1	-7	3	5	1.6
3	COc1cc(C2Nc3ccccc3C(=O)N2c2ccc3c(c2)OCCO3)ccc1OCC(C)C (centres undefined)	-1	22	-2	-6	-4.1
4	Cc1ccccc1C(=O)OCCN1CCOCC1	-2	-4	7	-5	4.0
5	CN1CCN(S(=O)(=O)c2ccc(-c3ccccc3)cc2)CC1	3	-11	0	-7	1.7
6	CC(C)C(=O)Nc1nnc(-c2ccccc2)o1	0	10	1[fluorescence artefact?]	2	-0.1
7	CC/C(=N\NC(=S)Nc1cc(C)ccc1C)c1ccc(OC(F)F)cc1	4	-13	-5[fluorescence artefact?]	9	-0.8
8	Cc1onc(-c2ccccc2)c1C(=O)NCCc1c[nH]c2ccccc12	0	11	-4	0	0.0
9	CCC(=O)c1ccc(OCC(=O)O)c(OC)c1	4	-1	-2	-16	2.7
10	O=C(Oc1cc(=O)oc2c1c(=O)n1c3c(cccc23)CC1)c1ccc(F)cc1	-2	-4	-2	12	0.8
11	CC1C(C#N)=C(N)OC2=C1C(=O)CC(C)(C)C2 (centres undefined)	-4	-12	3[fluorescence artefact?]	13	-0.3
12	O=C(CSc1nnc(-c2ccc(Cl)cc2Cl)n1C1CCCCC1)NC1CCS(=O)(=O)C1 (centres undefined)	0	11	1[fluorescence artefact?]	9	-1.6
13	COc1ccc(NC(=O)CSc2nccn2-c2cccc(OC)c2)cc1	-2	-1	-4	7	2.2
14	O=C(O)c1csc(-c2ccc(Cl)cc2)n1	-3	-9	0	0	2.6
15	CCNS(=O)(=O)c1ccc(NC(=O)Nc2cccc(OC)c2)cc1	6	0	8	0	0.2

No.	BaF3 tox	Mdm2 ligase inh	PERK inh	Ba/F3 V617F tox
1	3	-12	0.1	3
2	3	12	-0.7	-3
3	3	-2	-0.7	4
4	5	-10	0.3	1
5	0	2	0.4	-2
6	3	-2	1.4	-3
7	4	7	0.4	1
8	4	-14	-0.8	1
9	8	6	1.3	3
10	3	-3	0.7	-3
11	-1	-30	0.1	-3
12	5	0	0.6	0
13	-1	-9	-0.7	-4
14	6	-19	1.4	1
15	1	-9	1.0	-1

# (more compounds)
No.	mol	Wee1 degr inh	S1P4 antagonist	eIF4E-4G inh	NPY-Y2 PAM-ag	S1P4 agonist
16	CC(=O)Nc1ccc(S(=O)(=O)NC(C)C(=O)NC(C)c2ccccc2)cc1 (centres undefined)	-1	14	-1	13	-1.4
17	O=C1CC(=O)N(c2ccccc2)N1c1ccccc1	-1	-14	-1	0	0.4
18	Cc1c(CBr)[n+](=O)c2c(n1[O-])C(Br)CCC2Br (centres undefined)	3	-15	19	-1	0.3
19	Nc1c(C(=O)Nc2nc3ccccc3s2)sc2nc(-c3cccs3)ccc12	1	-5	13[fluorescence artefact?]	-16	-2.2
20	CCN(CCCNC(=O)CCc1nc(-c2ccc(C)cc2)no1)c1cccc(C)c1	-2	1	1	2	0.1
21	Cc1ccc(NC(=S)NNC(=O)c2c([N+](=O)[O-])c(C)nn2C)cc1	1	-11	-2[fluorescence artefact?]	-4	-1.3
22	Cc1cccc(Cn2c(=O)c3c(nc4n3CCCN4Cc3ccccc3)n(C)c2=O)c1	3	4	-1	17	-2.0
23	CC(=O)NCCc1ccc(S(=O)(=O)NC2OC(=O)c3ccccc32)cc1 (centres undefined)	0	17	-10	10	0.7
24	CCC(=O)Nc1ccc(C(=O)CSc2nnc(-c3ccc(NS(C)(=O)=O)cc3)n2C)cc1OC	2	-15	0	-14	1.1
25	C=C(C)CN(CC)C(=O)CCc1nnc(CCc2c[nH]c3ccccc23)o1	-2	-11	4	-5	1.9
26	Cc1ccc(C(=O)NC(Cc2c[nH]c3ccccc23)C(=O)O)o1 (centres undefined)	0	1	-8[fluorescence artefact?]	-20	0.6
27	COc1ccc(NC(=O)c2sc3nc(C)nc(N4CCOCC4)c3c2C)c(OC)c1	4	-17	-2	-2	0.2
28	O=S(=O)(N/N=C/c1ccc(N2CCOCC2)cc1)c1ccccc1	6	-11	5	12	1.7
29	COc1ccc(/C=C/C(=O)NC(=S)NCC2CCCO2)cc1 (centres undefined)	-2	3	-1	1	0.3
30	S=c1[nH]nc(Cc2ccccc2)n1-c1cccc2ccccc12	0	13	1	3	1.9

No.	BaF3 tox	Mdm2 ligase inh	PERK inh	Ba/F3 V617F tox
16	0	-12	0.2	-3
17	3	-4	0.9	-2
18	5	-12	1.0	-2
19	-2	-44	1.3	-4
20	5	-13	0.1	-2
21	7	-17	1.1	1
22	11	-6	-1.0	4
23	1	-1	0.3	-5
24	8	-3	-0.4	-1
25	0	-19	2.2	-3
26	2	-6	0.5	2
27	8	-5	-0.6	5
28	5	-11	1.4	-2
29	3	-16	-0.2	-1
30	-2	1	0.0	-2

# New compounds follow
No.	mol	Wee1 degr inh	S1P4 antagonist	eIF4E-4G inh	NPY-Y2 PAM-ag	S1P4 agonist
31	CCOC(=O)c1c(NC(=O)c2c(-c3ccccc3)noc2C)sc(C)c1-c1ccccc1	-1	8	-10	-6	2.8
32	O=C(NCCc1c[nH]c2ccccc12)C(=O)NCC1OCCCN1S(=O)(=O)c1ccccc1 (centres undefined)	-1	-2	3[fluorescence artefact?]	9	1.8
33	CCCC(=O)Nc1ccc(C(=O)NCC2CCCO2)cc1 (centres undefined)	-3	0	5[fluorescence artefact?]	-3	2.2
34	CCCOC(=O)CSc1nnc(-c2cc(OC)c(OC)c(OC)c2)o1	-2	-8	9[fluorescence artefact?]	-7	2.9
35	O=C(Nc1nnc(C2CCCCC2)s1)c1cccs1	2	4	-3	-10	1.2
36	NS(=O)(=O)c1ccc(CNS(=O)(=O)c2ccc(Cl)nc2)cc1	-1	4	-4	-9	0.5
37	CCOc1cc(S(=O)(=O)N2CCN(CC)CC2)ccc1Cl	-2	5	-2	-8	-0.9
38	c1ccc(CN2C3=NCCCN3c3ccccc32)cc1	0	-4	0	-7	0.3
39	COc1cnc(-c2ccccc2)nc1Oc1cccc(C)c1	-4	-13	6	-15	-0.9
40	O=C(O)CCc1nc2cc3ccccc3cc2[nH]1	-2	-10	-1	2	1.6
41	CC(=O)OCCNC(=O)Cn1cnc2c1c(=O)n(C)c(=O)n2C	-2	0	1	11	0.3
42	O=C(Cn1c(NCCO)nc2ccccc21)NCC1CCCO1 (centres undefined)	0	-1	2	-3	-0.5
43	Cc1ccccc1CC1(CO)CCCN(C(=O)c2ccc3ncccc3c2)C1 (centres undefined)	2	-8	-2	11	1.5
44	CCc1nc(SCC(=O)Nc2cc(C)on2)c2c(C)c(C)sc2n1	0	-21	-48	-3	1.3
45	COc1cccc(-c2ccc(SCC(=O)N3CCc4ccccc43)nn2)c1	-2	-3	-2	1	5.0

No.	BaF3 tox	Mdm2 ligase inh	PERK inh	Ba/F3 V617F tox
31	6	-20	0.7	2
32	8	1	-0.5	1
33	3	-26	-1.1	1
34	0	nt	1.1	-3
35	3	-9	0.9	-2
36	6	-13	1.0	3
37	2	-1	0.5	-4
38	-1	-14	0.0	-3
39	0	-14	-0.8	-1
40	3	-10	0.5	-2
41	2	-1	1.4	-3
42	4	-2	-0.3	3
43	3	4	0.8	1
44	2	-2	1.4	-3
45	3	1	0.9	1

# Additional entries follow.
No.	mol	Wee1 degr inh	S1P4 antagonist	eIF4E-4G inh	NPY-Y2 PAM-ag	S1P4 agonist
46	S=c1nc[nH]c2c1cnn2-c1ccccc1	6	0	3	-12	0.2
47	O=C(O)c1ccc2c(=O)n3c(nc2c1)/C(=C/c1cccc(Cl)c1Cl)CCCC3	0	1	-2[fluorescence artefact?]	4	0.3
48	CCN(CC)c1ccc(/C=N/NC(=O)c2ccc(Br)o2)cc1	8	-10	1	13	1.6
49	O=C(COC(=O)c1cccc(Cl)c1)NCCN1C(=O)CSC1=O	2	-12	1	2	1.1
50	Cc1ccc(C)c(CN2C(=O)C3(OCCCO3)c3ccccc32)c1	-2	-9	-1	-19	-3.4
51	O=C1NN(c2ccccc2)C(=O)/C1=C\c1ccc(-c2cc([N+](=O)[O-])ccc2O)o1	-4	3	13	-11	-1.9
52	COc1ccc(CCNC(=O)CN2CCC(C)CC2)cc1OC	3	7	-21[fluorescence artefact?]	-5	0.9
53	Cc1cc(C(=O)Nc2ccc(S(=O)(=O)N3CCCC3)cc2)cs1	-1	-11	-3	8	1.9
54	COc1ccsc1C(=O)Nc1ccc(F)cc1F	3	0	2	-5	-0.5
55	CC(=O)N(C)C1(c2nnnn2CCOC(=O)Nc2cccc3ccccc23)CCCC1	-1	-5	-3[fluorescence artefact?]	-2	-3.3
56	COc1ccccc1NC(=O)Cn1c2ccccc2c2nc3n(c(=O)c21)CCS3	2	-4	3	3	1.7
57	COC(=O)c1sccc1NC(=S)N1CCN(C)CC1	2	-6	0	2	-1.2
58	O=C1COc2ccc(-c3n[nH]c(=O)c4ccccc34)cc2N1	1	-3	-3	-10	-3.0
59	Cc1cccn2c(=O)c3cc(C#N)c(=NC(=O)c4ccncc4)n(CCCOC(C)C)c3nc12	1	3	3	13	1.3

No.	BaF3 tox	Mdm2 ligase inh	PERK inh	Ba/F3 V617F tox
46	-1	-15	1.5	-2
47	11	-18	0.2	7
48	5	-16	-0.3	2
49	5	3	0.8	2
50	1	18	-0.5	-2
51	6	-4	0.7	0
52	9	-11	-0.5	1
53	1	2	-0.1	-3
54	3	8	1.0	1
55	3	15	0.7	-1
56	1	4	1.6	-5
57	7	-23	2.8	-1
58	8	-20	1.9	2
59	2	1	0.4	-2

# Reprinted at random: six entries already listed.
No.	mol	Wee1 degr inh	S1P4 antagonist	eIF4E-4G inh	NPY-Y2 PAM-ag	S1P4 agonist
2	COc1ccc(C2C(C#N)=C(N)Oc3cc(O)ccc32)cc1OC (centres undefined)	-1	-7	3	5	1.6
35	O=C(Nc1nnc(C2CCCCC2)s1)c1cccs1	2	4	-3	-10	1.2
38	c1ccc(CN2C3=NCCCN3c3ccccc32)cc1	0	-4	0	-7	0.3
16	CC(=O)Nc1ccc(S(=O)(=O)NC(C)C(=O)NC(C)c2ccccc2)cc1 (centres undefined)	-1	14	-1	13	-1.4
33	CCCC(=O)Nc1ccc(C(=O)NCC2CCCO2)cc1 (centres undefined)	-3	0	5[fluorescence artefact?]	-3	2.2
32	O=C(NCCc1c[nH]c2ccccc12)C(=O)NCC1OCCCN1S(=O)(=O)c1ccccc1 (centres undefined)	-1	-2	3[fluorescence artefact?]	9	1.8

No.	BaF3 tox	Mdm2 ligase inh	PERK inh	Ba/F3 V617F tox
2	3	12	-0.7	-3
35	3	-9	0.9	-2
38	-1	-14	0.0	-3
16	0	-12	0.2	-3
33	3	-26	-1.1	1
32	8	1	-0.5	1

# Bioassay records: PubChem BioAssay, several laboratories
